Hsp70 inhibitors – Hsp70 inhibitors, probe displacement, primary screen, biochemical, fluorescence polarization (AID 583). Heat shock 70 kDa protein 1A (Homo sapiens). Hsp70 fluorescence polarization probe displacement, mP; higher % means a stronger effect. displacement, % at 20 µM, or IC50 in µM where a hit was titrated. 140,000 compounds, 0.06% hits; in the data active = displacement above about 50%;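 note: plate controls were vehicle for no effect and reference ligand for full effect; a part of the inactive calls stands beside numbers as strong as those of hits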
Rat MKP-3 inhibitors – MKP-3 phosphatase inhibitors, primary screen, biochemical, rat enzyme, in vitro (AID 425) | inhibition, % at 20 µM; hits with a dose series show IC50 in µM | 110,000 compounds, 0.17% hits | recombinant MKP-3 phosphatase activity, fluorescence; higher % means a stronger effect; in the data active = inhibition above about 50%;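 note: plate controls were vehicle for no effect and reference inhibitor for full effect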
The depositor's hits bear a star; nt = no result given; & = joins results of further samples.

SMILES	Hsp70 inhibitors	Rat MKP-3 inhibitors
O=C(NCC1CCCO1)c1cnn2c(C(F)(F)F)cc(-c3ccc4c(c3)OCO4)nc12 (centres undefined)	1.1%	-3.9%
CC(=O)c1c(C)[nH]c(C(=O)OCC(=O)N2CCc3ccccc32)c1C	-4.0%	nt
Cc1ccc(S(=O)(=O)NC(Cc2ccccc2)C(=O)NCCc2c[nH]c3ccccc23)cc1 (centres undefined)	3.0%	-2.0%
Cc1ccn2c(NC(=O)c3ccco3)c(-c3ccccc3)nc2c1	2.9%&-1.3%	2.5%
Cc1cc(C)cc(N(CC(=O)N2CCn3c2nc2ccccc23)S(=O)(=O)c2c(C)noc2C)c1	5.6%	-6.2%
Cc1nn(-c2ccccc2)c(N2CCCCC2)c1C=O	-2.5%	0.0%
CC(C)n1c(=S)[nH]c2c1c(=O)[nH]c(=O)n2C	nt	0.8%
Cc1ccc(C(C)C)c(OCC(=O)Nc2ccc(C)cc2[N+](=O)[O-])c1	-4.5%	1.9%
O=C1c2ccccc2C(=O)N1CC(=O)N1CCCc2ccccc21	-3.0%	-0.4%
CCOC(=O)c1c(NC(=O)c2cc([N+](=O)[O-])ccc2Cl)sc2c1CCC2	-2.7%	0.3%
Cc1ccc(NC(=O)C2CC=CCC2C(=O)O)c(C)c1 (centres undefined)	5.5%	1.2%
Cc1onc(-c2c(F)cccc2Cl)c1C(=O)NCCc1ccc(S(N)(=O)=O)cc1	-2.1%	-7.1%
COC(=O)CN1C(=O)/C(=C/c2ccc(OCc3ccccc3Cl)c(OC)c2)SC1=S	3.1%	0.3%
O=C(NC1CCCC1)C(NS(=O)(=O)c1cccc2nsnc12)c1ccccc1 (centres undefined)	6.8%	-4.9%
COc1cc(C(=O)OCC(=O)Nc2c(F)c(F)c(F)c(F)c2F)cc(OC)c1OC	4.2%	-9.7%
O=C(Nc1cccc(C(F)(F)F)c1)c1ccc(-c2cccc(Cl)c2)o1	1.6%	4.9%
Cc1noc(C)c1S(=O)(=O)N1CCC(C(=O)NCCC2=CCCCC2)CC1	nt	6.2%
CCc1nnc(SCC(=O)N2CCCc3ccccc32)nc1CC	0.4%	-12.2%
c1coc(Cn2nnnc2CN2CCN(C3CCCCC3)CC2)c1	-6.6%	-4.0%
CCCCN(CC)S(=O)(=O)c1ccc(C(=O)Nc2nnc(-c3ccccc3Cl)o2)cc1	-2.7%	-7.1%
CCOc1ccc2[nH]c(C)cc(=O)c2c1	0.2%	-3.5%
COC(=O)c1c(C)[nH]c(C)c1-c1ccccc1	0.3%	-0.7%
Cc1c(C(=O)NC(C)CN2CCCCC2)oc2ccccc12 (centres undefined)	-5.5%	-4.1%
CCOc1cc(NC(=O)C2CC2)c(OCC)cc1NC(=O)c1ccccn1	9.2%	0.1%
Cc1cc(NC(=O)c2ccncc2)no1	3.8%	-0.2%
CCCCOCCCNC(=O)N[C@H](C(=O)OC)C(C)C	-2.8%	5.0%
Cc1ccc(NC(=O)c2oc3ccc(Cl)cc3c2C)c([N+](=O)[O-])c1	4.3%	4.3%
COc1ccc(OC)c(NC(=O)C2CCC(CNc3c(N4CCC(C)CC4)c(=O)c3=O)CC2)c1 (centres undefined)	7.1%	-2.1%
COc1ccc(-c2nnc(SCC(=O)c3[nH]c(C)c(C(C)=O)c3C)o2)cc1	-2.5%	7.5%
Cc1c(O)ccc2c3c(c(=O)oc12)CCC3	1.2%	4.0%
Cc1ccc(N2CC(C(=O)Nc3nnc(C(C)C)s3)CC2=O)cc1 (centres undefined)	3.6%	-4.3%
CCOc1ccc(N2C(=O)c3ccc(C(=O)OCc4c(C)noc4C)cc3C2=O)cc1	2.5%	3.4%
O=C(CSc1nnc(CNc2ccc(F)cc2)n1Cc1ccccc1)N1CCOCC1	-1.8%	27.1%
CCOC(=O)N1CCC(NC(=O)CC(NS(=O)(=O)c2ccc(Cl)cc2)c2ccco2)CC1 (centres undefined)	4.1%	-1.5%
O=C(CN(CCc1ccccc1)C(=O)CNS(=O)(=O)c1ccccc1)NCc1ccco1	-2.4%	-6.0%
Cc1ccccc1N1C(N)=NC(N)=NC1(C)C	2.7%	1.5%
COc1ccc(CNCc2ccc([N+](=O)[O-])cc2)cc1	3.3%	-0.6%
Oc1ccc(/C=N\Nc2cc(N3CCOCC3)nc(N3CCOCC3)n2)c(O)c1	2.6%	16.8%
CC(Sc1nc2ccccc2o1)C(=O)O (centres undefined)	-0.2%	-5.9%
COC(=O)C1=C(C)Nc2nnnn2C1c1ccco1 (centres undefined)	0.2%	-7.7%
CCOCC(=O)Nc1ccccc1C(=O)OCC	-0.3%	-6.9%
N#CCn1nnc(-c2ccc3c(c2)OCO3)n1	-0.4%	6.3%
COc1cccc(C(=O)Nc2ccc(NC(=O)C(C)(C)C)cn2)c1	8.8%	-10.8%
CCCc1nc2c(nnn2Cc2ccccc2)c(=O)[nH]1	2.2%&-1.8%	-10.1%&3.2%
CC1(C)CC(NC(=S)Nc2cccc(Cl)c2)CC(C)(C)N1	0.5%	4.4%
COC(=O)c1cc(NC(=O)C2CCCN(S(=O)(=O)c3c(C)n[nH]c3C)C2)cc(C(=O)OC)c1 (centres undefined)	0.5%	nt
COc1cccc(C(=O)Nc2ccccc2N2CCOCC2)c1	-1.4%	-2.1%
CCOC(=O)c1[nH]c(C)c(C)c1C	-0.9%	-3.3%
COc1ccc(OC)c(-c2cc(C(=O)Nc3cccc(Cl)c3)no2)c1	-3.0%	5.3%
N#C/C(=C/C=C/c1ccccc1)c1nc(-c2cc3c(ccc4ccccc43)oc2=O)cs1	-6.3%	-2.6%
CCn1c(O)c(C2=NCCCC2)c2ccccc21	-1.2%	7.1%
COc1ccccc1N(CC(=O)Nc1ccc(Br)cc1)S(=O)(=O)c1ccccc1	1.1%	-0.1%
CCCC(C(=O)NC1CCCC1)N(C(=O)Cn1nnc(-c2ccc(C)o2)n1)c1ccccc1OC (centres undefined)	-2.0%	-12.0%
Clc1ccccc1-c1nnc2sc(-c3ccncc3)nn12	0.2%	-9.1%
N#Cc1ccc(-c2ccc(OCC(O)Cn3nnc4ccccc43)cc2)cc1 (centres undefined)	1.2%	-3.3%
Cc1ccc(OCC(O)CN2C(C)(C)CC(O)CC2(C)C)c(C)c1 (centres undefined)	3.4%	-2.7%
O=C1CC(c2ccccc2)CC2=C1C(c1ccc(Cl)c([N+](=O)[O-])c1)Nc1ccccc1N2 (centres undefined)	6.6%	7.3%
Cn1c(=O)c2cc(S(=O)(=O)NCCC(=O)NC3CCCCCCC3)ccc2n(C)c1=O	2.9%	4.6%
CN1C(=O)c2ccc(N3CCCC3)cc2C1=O	8.8%	-5.4%
Cc1ccc(N(Cc2ccc(C(=O)NC3CCCCC3)cc2)S(C)(=O)=O)cc1C	1.5%	nt

Remaining list, next part.
SMILES	Hsp70 inhibitors	Rat MKP-3 inhibitors
O=C(Cn1c(=O)n(-c2ccccc2)c(=O)c2sccc21)N1CCCC1	-2.2%	8.4%
O=c1[nH]c(CSc2nc3ccccc3o2)nc2c1cnn2-c1ccccc1	-7.3%	2.5%
CC[C@@H](C)[C@H](NC(=O)C1CCN(C(=O)[C@@H](NS(=O)(=O)c2ccc(C)cc2)C(C)C)CC1)C(=O)O	-1.9%	-10.8%
c1ccc(-c2csc(Nc3cccnc3)n2)nc1	1.4%	-5.0%
CC(C)OC1=C(Cl)C(=O)c2ccccc2C1=O	8.2%	5.3%
Cc1ccc(C(=O)O/N=C(/N)c2nonc2N)cc1	-1.5%	-0.6%
COc1ccc(C2=C/C(=C\c3ccc(OC(C)=O)cc3)C(=O)O2)cc1	0.7%	5.2%
Cc1ccc(CNC(=O)CN(C2CCCCC2)S(C)(=O)=O)cc1	1.0%	nt
CC1=CC(C)(C(Cl)Cl)C(C)=CC1=O (centres undefined)	-3.6%	nt
O=C(Nc1ccccc1Cl)N1CCN(c2ccccn2)CC1	3.0%&6.8%	-4.5%&-4.3%
CC(c1ccccc1C(O)(c1ccccc1)C(F)(F)F)N(C)C (centres undefined)	2.0%	0.7%
CC1=CC(C)(C)N(C(=O)CSc2nc3ccccc3s2)c2cc(C)ccc21	0.5%	2.4%
O=C(Nc1ccccc1)c1sc2cc(C(F)(F)F)cnc2c1-c1cccs1	2.5%	nt
O=C(CSc1nnnn1-c1ccccc1)Nc1ccc(Br)cc1	-3.1%	3.9%
COc1cc(C2C(C#N)=C(N)OC3=C2C(=O)CC(C)(C)C3)ccc1OC(=O)N1CCOCC1 (centres undefined)	8.2%	-16.6%
O=C(c1cc2nc(-c3ccc([N+](=O)[O-])cc3)cc(C(F)(F)F)n2n1)N1CCCc2ccccc21	0.0%	2.9%
CC1CCN(CCC(=O)Nc2ccc3c(c2)CCC3)CC1	10.6%	nt
CSc1ccccc1NC(=O)c1c(C)noc1C	2.3%	-0.4%
O=C(CC(c1ccccc1)c1ccccc1)NCC1(c2ccccc2)CCOCC1	1.2%	0.1%
O=C(NCCc1c[nH]c2ccccc12)C(F)(F)F	-3.1%	nt
COc1nc(Nc2nc3ccccc3c(=O)[nH]2)nc2ccc(C)cc12	3.0%	35.5%
O=C(Nc1cccc(F)c1)C1CC(=O)N(c2ccc(F)cc2)C1 (centres undefined)	-5.1%	-1.8%
COc1cc(C(C)=O)ccc1OC(=O)C(C)N1C(=O)c2ccccc2C1=O (centres undefined)	nt	-6.0%
O=C1C2CCCCC2C(=O)N1c1nc2ccccc2s1 (centres undefined)	2.2%	-4.1%
Cc1cccc(CS(=O)(=O)c2nnc([C@H](Cc3ccccc3)NC(=O)OC(C)(C)C)o2)c1	-1.7%	nt
CN(C)c1cccc(C(=O)N2CCN(c3cccc(Cl)c3)CC2)c1	-5.7%	3.5%
CCOc1ccc(C(=O)Nc2ccc3oc(-c4ccc(OC)c(Cl)c4)nc3c2)cc1	-0.2%	2.6%
O=C(N/N=C/c1cccs1)c1cc(C23CC4CC(CC(C4)C2)C3)[nH]n1	-2.8%	3.6%
C=CCOC(=O)C1=C(C)N=C2SCCC(=O)N2C1c1ccc(OC)cc1 (centres undefined)	-0.4%	4.4%
Cc1ccccc1-c1ccc(=O)n(CC(=O)Nc2ccc(C(=O)N3CCCC3)cc2)n1	1.4%	nt
CC(C)C(=O)Nc1c2c(nc3c1CCC3)CCCC2	-2.0%	-5.6%
COc1ccccc1CNc1ccc(C(=O)O)cc1	-0.7%	nt
COc1ccc(/C=N/Nc2nncc(=O)[nH]2)cc1OC	2.5%	-0.1%
COC(=O)c1cccc(NC(=O)C23CC4CC(C2)CC(n2cncn2)(C4)C3)c1	-2.7%	nt
COc1ccccc1-c1nc2s/c(=C\c3cccs3)c(=O)n2n1	-2.8%	-13.2%
C/C(=N/OCO/N=C(/C)c1ccc(F)cc1)c1ccc(F)cc1	3.2%	-3.5%
CC(C)Cn1c(C(C)O)nc2ccccc21 (centres undefined)	-2.1%	0.7%
O=C(Nc1cc([N+](=O)[O-])ccc1C(=O)NCc1ccco1)c1cccs1	-1.0%	1.9%
Cc1ccccc1OCc1nc2c3cnn(C)c3ncn2n1	0.5%	-10.6%
O=C1/C(=C/c2ccccc2Cl)NC(=S)N1c1ccccc1	-2.1%	3.1%
CSc1nc(Oc2ccc(=O)n(C)n2)nc(N(C)C)n1	-1.0%	nt
CCOC(=O)CNC(=O)CN1C(=O)CCSc2ccccc21	3.8%	8.9%
CCCCn1nnnc1SCC(=O)NCc1ccccc1	3.1%	nt
CSC1=C(C#N)C(c2ccccc2)C=C(c2ccccc2)N1 (centres undefined)	0.3%	-3.0%
CCOc1ccc(N/C(N)=N\c2nc(C)cc(C)n2)cc1	0.0%	3.1%
CN(C)c1ccc(C(CC(=O)O)NC(=O)c2ccc(Cl)cc2)cc1 (centres undefined)	2.7%	5.5%
O=C(O)CCCNc1ccc(S(=O)(=O)Nc2ccccc2C(=O)O)cc1C(=O)O	7.7%	-11.4%
CCOC(=O)CSc1nnc(-c2ccc(S(=O)(=O)NCc3cccs3)cc2)o1	3.6%	nt
CN(C)CCCNC(=O)/C=C/c1ccc(C(C)(C)C)cc1	4.4%	2.9%
CCCNC(=O)C1CCN(S(=O)(=O)c2ccc3nc4c(c(C(=O)O)c3c2)CCCCC4)CC1	0.2%	4.2%
COC(=O)c1ccc(N(S(=O)(=O)c2ccc(NC(C)=O)cc2)S(=O)(=O)c2ccc(NC(C)=O)cc2)cc1	nt	1.6%

Screening data: PubChem BioAssay, Sanford-Burnham Center for Chemical Genomics

An excerpt. The share of hits here may be higher or lower than overall.
